TEAD-YAP block: TEAD-YAP interaction inhibition, primary screen, TEAD-YAP interaction inhibitor project, luminescence, HEK-TIYL cells | TEAD-Gal4/YAP UAS-luciferase luminescence | inhibition, % at 9.12 µM | 1.4% of 640,000 active; in the data active means inhibition above about 32%;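 further: 0% = median of test compound wells and 100% = reference inhibitor wells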
FBW7 act: FBW7 E3 ligase activators, primary screen, biochemical, AlphaScreen, human; AID 1259310, 2017; normalized activity (activation), % at 26.1 µM; AlphaScreen FBW7–phospho-cyclin E peptide binding, activator screen; 0.13% of 650,000 active; in the data active means normalized activity above about 1.9%;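 further: purified mutant Fbw7 with reduced substrate affinity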
GPR151 ag: activators of human GPR151, primary screen, cell-based, PathHunter beta-arrestin, luminescence; activation, % at 11.2 µM; AID 1508602, 2020; 1% of 650,000 active; PathHunter beta-arrestin GPR151 cells; in the data active means activation above about 4.9%;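 further: 0% = median of compound wells and 100% = cells with positive control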
Target sequence (Q8TDV0 whole entry, looked up): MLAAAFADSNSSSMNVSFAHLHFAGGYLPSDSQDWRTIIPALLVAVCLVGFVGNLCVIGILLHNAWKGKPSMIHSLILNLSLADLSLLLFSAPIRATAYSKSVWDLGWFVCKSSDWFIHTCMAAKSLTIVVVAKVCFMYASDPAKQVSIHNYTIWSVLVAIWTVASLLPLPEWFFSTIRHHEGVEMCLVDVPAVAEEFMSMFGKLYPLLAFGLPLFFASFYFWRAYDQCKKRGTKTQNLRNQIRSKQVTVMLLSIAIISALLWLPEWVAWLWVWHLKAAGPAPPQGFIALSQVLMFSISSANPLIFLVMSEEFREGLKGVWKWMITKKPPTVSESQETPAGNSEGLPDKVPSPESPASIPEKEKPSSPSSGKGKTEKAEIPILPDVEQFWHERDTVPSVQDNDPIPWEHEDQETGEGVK
MITF inh: MITF inhibitors, primary screen, biochemical, AlphaScreen, human. inhibition, % at 2.6 µM. AlphaScreen MITF homodimerization, bead proximity signal. AID 1259374, 2018. 0.91% of 650,000 active. Microphthalmia-associated transcription factor (Homo sapiens), O75030; in the data active means inhibition above about 50%;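 further: 0% = vehicle wells with protein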
Target sequence (O75030 whole entry, looked up): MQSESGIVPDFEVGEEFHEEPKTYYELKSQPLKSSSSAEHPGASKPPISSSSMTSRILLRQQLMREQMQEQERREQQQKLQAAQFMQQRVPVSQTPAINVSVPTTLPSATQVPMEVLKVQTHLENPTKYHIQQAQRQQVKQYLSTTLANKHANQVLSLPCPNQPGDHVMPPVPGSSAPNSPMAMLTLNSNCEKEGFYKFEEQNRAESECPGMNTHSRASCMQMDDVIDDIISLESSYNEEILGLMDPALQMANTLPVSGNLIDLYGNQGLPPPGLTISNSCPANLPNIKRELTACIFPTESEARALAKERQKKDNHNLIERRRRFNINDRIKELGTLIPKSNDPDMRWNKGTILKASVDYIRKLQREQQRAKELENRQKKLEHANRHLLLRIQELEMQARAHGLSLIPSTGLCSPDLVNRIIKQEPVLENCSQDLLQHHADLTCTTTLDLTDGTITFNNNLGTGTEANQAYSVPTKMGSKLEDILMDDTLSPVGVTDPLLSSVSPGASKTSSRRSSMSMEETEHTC
* hit, by the source's call; . = not tested or not shown.

SMILES | TEAD-YAP block | FBW7 act | GPR151 ag | MITF inh
CCOC(=O)c1c(NC(=O)c2cc(OC)c(OC)c(OC)c2)sc2c1CCCC2 | 0 | -0.1 | -0.1 | -2
O=C(NC(Cc1ccccc1)C(=O)O)/C(=C\c1ccco1)NC(=O)c1ccc(Br)cc1 (centres undefined) | -1 | -0.1 | -0.9 | 16
N#Cc1cc(-c2ccc3c(c2)OCO3)no1 | 2 | 0.1 | 1.8 | -6
CCOC(=O)C1CCN(C(=O)c2ccccc2N(C)S(=O)(=O)c2ccccc2)CC1 | 1 | 0.3 | -0.5 | -3
Cn1nc(C(=O)N2CC=C(c3ccccc3)CC2)c2c1-c1ccccc1S(=O)(=O)C2 | 8 | 0.1 | -0.3 | 10
CC1=NN(c2cccc(C(=O)O)c2)C(=O)/C1=C/c1ccc(C)o1 | 29 | 0.0 | -0.3 | 19
CC1(C2CC2)NC(=O)N(CCOc2ccccc2F)C1=O (centres undefined) | 2 | 0.0 | 0.0 | 0
CC1CCN(C(=O)CSc2ccc(-c3ccc(Cl)cc3)nn2)CC1 | 13 | 0.8 | 1.1 | 12
COc1ccccc1OCC(=O)NCCS(=O)(=O)N1CCN(c2ccccn2)CC1 | 2 | 0.1 | 0.2 | -17
Cc1ccc(CN2CCSc3ccc(C(=O)NCCCN4CCCC4=O)cc32)cc1 | 0 | -0.1 | 0.2 | 2
C=CCn1c(=O)/c(=C2/Sc3ccc(OC)cc3N2C)s/c1=C1/C(=O)NN=C1C | -20 | 0.2 | 0.7 | 9
COc1cc(C(c2c(C)[nH][nH]c2=O)c2c(C)[nH][nH]c2=O)ccc1OCc1ccc(F)cc1 | -25 | -0.9 | -0.4 | -3
CN(C)C(=O)COc1cc2oc(=O)c3c(c2cc1Cl)CCCC3 | 4 | 0.1 | -0.5 | 3
OC1CCN(c2nc3nonc3nc2N2CCCCCC2)CC1 | 0 | 0.0 | 0.5 | 0
COc1ccc(-n2ncc3c(=O)n(CC(=O)N(C(C)C)C(C)C)cnc32)cc1 | -11 | 0.7 | -0.1 | 8
COc1cc(C(=O)N2CCN(C(=O)c3cccc(F)c3)CC2)cc(OC)c1OC | -1 | 0.1 | -0.1 | 12
COc1ccc(NC(=S)Nc2cc(C)ccn2)c(OC)c1 | -39 | -0.1 | -0.4 | -8
COc1ccc(COC(=O)C2=C(C)NC(=O)NC2c2ccccc2OC)cc1 (centres undefined) | 0 | 0.4 | -0.4 | 13
CCCCOc1ccc2c(=O)c(Oc3ccc(OC)cc3)c(C(F)(F)F)oc2c1 | -10 | 1.4 | -1.4 | 17
CC(=O)Nc1cccc(NS(=O)(=O)c2cn(C)c(=O)n(C)c2=O)c1 | 7 | 0.0 | 0.4 | 9
COc1ccccc1-c1csc(NC(=O)c2ccc(Cc3ccccc3)cc2)n1 | 4 | 0.1 | -1.9 | 25
Cn1c(=O)c(=O)n(C)c2cc(S(=O)(=O)CCC(=O)N3CCc4ccccc4C3)ccc21 | -3 | -0.1 | 1.6 | -19
Cc1ccc(Cl)cc1NC1=NC(=S)N(C(C)c2ccccc2)C12CCCCC2 (centres undefined) | 2 | -0.1 | 0.7 | 7
CCC(C(=O)Nc1cc(OC)c(OC)cc1C(=O)OC)c1ccccc1 (centres undefined) | -15 | 0.0 | 4.9 | -5
CN(C)c1ccc(C=C2C=C(c3ccccc3)OC(c3ccccc3)=C2)cc1 | -27 | 0.0 | 0.2 | 12

A draw from above in order of SMILES length, low to high:
SMILES | TEAD-YAP block | FBW7 act | GPR151 ag | MITF inh
N#Cc1cc(-c2ccc3c(c2)OCO3)no1 | 2 | 0.1 | 1.8 | -6
OC1CCN(c2nc3nonc3nc2N2CCCCCC2)CC1 | 0 | 0.0 | 0.5 | 0
COc1ccc(NC(=S)Nc2cc(C)ccn2)c(OC)c1 | -39 | -0.1 | -0.4 | -8
COc1ccc(COC(=O)C2=C(C)NC(=O)NC2c2ccccc2OC)cc1 (centres undefined) | 0 | 0.4 | -0.4 | 13
Cc1ccc(CN2CCSc3ccc(C(=O)NCCCN4CCCC4=O)cc32)cc1 | 0 | -0.1 | 0.2 | 2
CC(=O)Nc1cccc(NS(=O)(=O)c2cn(C)c(=O)n(C)c2=O)c1 | 7 | 0.0 | 0.4 | 9
CCCCOc1ccc2c(=O)c(Oc3ccc(OC)cc3)c(C(F)(F)F)oc2c1 | -10 | 1.4 | -1.4 | 17
COc1cc(C(=O)N2CCN(C(=O)c3cccc(F)c3)CC2)cc(OC)c1OC | -1 | 0.1 | -0.1 | 12
COc1ccc(-n2ncc3c(=O)n(CC(=O)N(C(C)C)C(C)C)cnc32)cc1 | -11 | 0.7 | -0.1 | 8
CCOC(=O)C1CCN(C(=O)c2ccccc2N(C)S(=O)(=O)c2ccccc2)CC1 | 1 | 0.3 | -0.5 | -3
Cn1nc(C(=O)N2CC=C(c3ccccc3)CC2)c2c1-c1ccccc1S(=O)(=O)C2 | 8 | 0.1 | -0.3 | 10
Cn1c(=O)c(=O)n(C)c2cc(S(=O)(=O)CCC(=O)N3CCc4ccccc4C3)ccc21 | -3 | -0.1 | 1.6 | -19
COc1cc(C(c2c(C)[nH][nH]c2=O)c2c(C)[nH][nH]c2=O)ccc1OCc1ccc(F)cc1 | -25 | -0.9 | -0.4 | -3

(list continues)
SMILES | TEAD-YAP block | FBW7 act | GPR151 ag | MITF inh
CN(C)CCn1c(=S)[nH]c2ccc(F)cc2c1=O | -4 | 0.1 | 1.7 | 18
C/C(Nc1ccccc1Oc1ccccc1)=C1/CCOC1=O | -4 | -0.1 | 1.1 | -2
O=C(c1cnc2ccccn12)N1CCC2(CC1)OCCO2 | -1 | -0.2 | 0.0 | -2
OCCCn1c(-c2ccc(F)cc2)csc1=Nc1ccc(Cl)cc1 | -10 | -0.1 | -1.2 | 14
Cc1nc2ccc3nc(NC(=O)C4=COCCO4)sc3c2s1 | -49 | 0.3 | 1.7 | -9
NCCc1c(C(=O)O)[nH]c2ccc(Br)cc12 | 7 | 0.0 | 1.5 | 4
C=CCOc1ccc(C2/C(=C(/O)c3ccc(OCCC)cc3C)C(=O)C(=O)N2Cc2cccnc2)cc1 (centres undefined) | 1 | 0.0 | -1.4 | -13
CC1CN(C(=O)CC(C)c2ccccc2)CC(C)O1 (centres undefined) | -3 | 0.7 | 1.9 | 11
c1nc(NC2CCCCC2)c2c3c(sc2n1)CCCC3 | -6 | -0.1 | 0.3 | -5
CCCSc1ncc(Cl)c(C(=O)Nc2nnc(CC)s2)n1 | 4 | 0.2 | 2.0 | 4
Cc1ccc2c(c1)-c1c(cnn1CC(=O)Nc1cccnc1Cl)CO2 | 4 | 0.0 | 2.4 | -2
Cc1ccc(C(=O)Nc2ccc(Oc3ccccc3)cc2)o1 | -49 | -0.1 | -2.9 | 11
Cc1ccc(OC(=O)N[C@H]2C[C@H]3C(=O)N[C@@H](C)C(=O)N3C2)cc1 | 6 | 0.8 | 0.9 | 16
CC1CCCN(C(=O)COC(=O)COc2ccc(C#N)cc2)C1 (centres undefined) | 9 | 0.1 | 0.7 | 9
O=C(COc1ccc(N2CCN(C3CCCCC3)CC2)nn1)NCCOc1cccnc1 | -1 | 0.1 | -1.0 | 14
CCOC(=O)c1cnc2c(ccc3ccccc32)c1NCCO | 1 | 0.2 | -0.4 | -1
CCOC(=O)Cc1ccc(N(Cc2ccc(Cl)cc2)S(=O)(=O)c2cccc(Cl)c2)cc1 | -7 | 0.1 | 1.4 | -8
COc1ccc(C(=O)Oc2cc(N)n(S(=O)(=O)c3ccc(C)cc3)n2)cc1 | -3 | 0.0 | -0.3 | 1
C/C(=C\C(=O)c1ccc(F)cc1)NCc1ccc2c(c1)OCO2 | 2 | -0.3 | -0.3 | -8
CC(=O)Nc1ccc(S(=O)(=O)N/N=C/c2cccnc2)cc1 | 6 | 0.0 | -0.4 | -18
CCn1cc(C(=O)NNC(=O)CC23CC4CC(CC(C4)C2)C3)c(=O)c2ccc(C)nc21 | -8 | 0.4 | 0.0 | 11
COC(=O)CCCC1=CC2=CC(=O)C(C)(O)C(=O)C2=CO1 (centres undefined) | . | 0.1 | 1.3 | 0
CCc1ccccc1N(C)C(=O)CNC(=O)Cn1cnc2sc3c(c2c1=O)CCCC3 | 7 | -0.1 | -0.3 | 8
COC(=O)[C@H]1CN(C(=O)CCn2cncn2)C[C@@H]1c1ccc(F)cc1 | -1 | -0.1 | 1.6 | -17
CCc1ccc(NC(=O)CSc2nnc(C(C)C)n2CC)cc1 | 9 | 0.1 | -1.1 | 12
Continued:
SMILES | TEAD-YAP block | FBW7 act | GPR151 ag | MITF inh
COC(=O)c1ccc(CSc2ncc(CO)n2Cc2ccc(C)cc2)cc1 | -3 | 0.1 | -0.8 | 0
CCCCCc1ccc(-c2ccc(C(=O)Nc3cc([N+](=O)[O-])ccc3C)cc2)nc1 | 27 | -0.1 | 0.6 | -4
CC1CCN(C(=O)Cn2c(=O)n(CCc3ccccc3)c(=O)c3ccccc32)CC1 | -8 | 0.0 | 0.4 | 0
O=C1c2cccc3cccc(c23)C(=O)N1CCCn1ccnc1 | -7 | 0.3 | -0.4 | 19
CC1=C(C(=O)Nc2ccccc2C)C(c2ccccc2)C(C#N)=C(SCC(=O)Nc2cc(C)ccc2C)N1 (centres undefined) | 9 | -0.1 | 12* | 6
Cc1ccc(CSc2nc3nc(C)cc(C)n3n2)cc1 | -32 | -0.1 | 0.5 | -16
Cn1c(=O)n(CC(=O)Nc2ccccc2N2CCOCC2)c2cccnc21 | -3 | 0.1 | -0.9 | 5
CCOC(=O)C1=C(C)NC(=S)NC1c1ccc(I)cc1 (centres undefined) | 10 | -0.3 | 0.3 | 9
CC(C)(C)NC(=O)NC(=O)COC(=O)c1ccc(Cl)cc1N | -4 | -0.1 | -1.1 | 47
COC(=O)c1nnn(CC(=O)Nc2cc(Cl)ccc2C)c1C(=O)OC | 1 | 0.0 | -0.6 | 5
O=C(Cn1c(-c2cncs2)nc2ccccc21)Nc1ccc(Cl)cc1 | 8 | -0.1 | -0.1 | -8
O=C1NC2(CCN(C(=O)c3ccc(CN4CCCC4)o3)CC2)Nc2ccc(Cl)cc21 | -8 | 0.0 | -0.2 | -4
O=C(Nc1ccc(F)cc1)c1ccc(Cl)c([N+](=O)[O-])c1 | 48* | 0.2 | 1.0 | 19
CNC(=O)Cn1nc(C)n2cccc2c1=O | 3 | 0.5 | -0.5 | 9
COC(=O)c1ccc(C(=O)OC)c(NC(=O)c2ccco2)c1 | -10 | 0.0 | -1.3 | -3
COc1ccc(CCNC(=S)NC23CC4CC(CC(C4)C2)C3)cc1OC | -2 | -0.1 | 0.1 | 10
O=C(Cn1cnc2c(nnn2Cc2ccc(F)cc2)c1=O)N1CCOCC1 | 9 | 0.0 | 1.5 | 0
CC(c1ccccc1)N1CCn2c(nc3cc(NS(C)(=O)=O)ccc32)C1 (centres undefined) | 9 | 0.0 | 1.0 | 12
Cc1ccccc1OCC(=O)NNS(=O)(=O)c1ccc(F)cc1 | 4 | 0.0 | 1.0 | 12
COc1cccc(-c2nc3cnccn3c2NC(C)(C)C)c1OC | -7 | -0.1 | -1.2 | -10
Cc1cc(NC2CCN(Cc3ccccc3)CC2)nc(Nc2cccnc2)n1 | 7 | 0.8 | -2.4 | -10
O=[N+]([O-])c1cc2c(cc1CNCC1CCCO1)OCO2 (centres undefined) | -1 | 0.1 | 0.4 | 16
Clc1ccc(C2=NN3C(C2)c2ccccc2OC3c2ccc(OCc3ccccc3)cc2)cc1 (centres undefined) | -15 | 0.1 | -2.2 | 0
COc1cc2c(cc1OC)C(C)N(C(=O)Cc1ccccc1)CC2 (centres undefined) | 3 | 0.1 | 1.4 | 10
CN(C(=O)c1cc(-c2ccccc2)n[nH]1)C1CCCCC1 | -50 | -0.1 | 0.6 | -4
Next compounds follow:
SMILES | TEAD-YAP block | FBW7 act | GPR151 ag | MITF inh
CN1CC=C2C(C#N)=C(N)C(C#N)(C#N)C(c3ccccc3)C2C1 (centres undefined) | -3 | 0.3 | -2.0 | -1
C=CCc1cccc2cc(C(=O)N3CCN(c4ccccc4OC)CC3)c(=O)oc12 | 5 | 0.7 | -0.1 | 13
CC(C)(C)NC(=O)COC(=O)CCC(=O)c1ccc(F)cc1 | -7 | 0.5 | -0.3 | 9
Cc1cc(OCc2nc(-c3ccc(NC(=O)c4ccco4)cc3)no2)ccc1Cl | -60 | -0.1 | 3.8 | -14
CC(C)CC(=O)Nc1c2c(nn1-c1ccc(Cl)cc1)CS(=O)(=O)C2 | -6 | 0.0 | 0.6 | 1
CCOCCCNCc1c(C(=O)O)c(C)n(Cc2ccccc2F)c1C | 5 | -0.3 | -0.6 | 18
O=S(=O)(Nc1ccccc1)c1ccc(-c2ccc(S(=O)(=O)Nc3ccccc3)cc2)cc1 | -5 | 0.5 | 1.0 | -11
COc1ccc(NC(=O)C2C3C=CC4(O3)C2C(=O)N(CCC(C)C)C4C(=O)NC2CCCCC2)cc1 (centres undefined) | 7 | 0.4 | -0.5 | 14
CC(=O)Nc1ccc(Nc2ncnc3c2cnn3-c2cccc(C)c2)cc1 | -46 | -0.1 | 3.2 | 2
O=C(O)c1cccc(NC(=O)c2ccc(Br)o2)c1 | -42 | -0.3 | -12 | -5
COc1ccc(NC(=O)c2cc(-c3ccccc3)nc3ccccc23)c(OC)c1 | 8 | 0.2 | 0.2 | -7
CC(=O)Oc1ccc(C2C(C(=O)OC3CCCCC3)=C(C)NC3=C2C(=O)CC(C)(C)C3)cc1 (centres undefined) | -5 | 0.2 | 2.6 | 2
N#Cc1c(CN2CCOCC2)cn2ccccc12 | -4 | 0.0 | -0.1 | 1
COc1cccc(OCC(O)CN(CCO)Cc2ccccc2)c1 (centres undefined) | 14 | 0.0 | 2.2 | 17

Assay outcomes deposited in PubChem BioAssay by The Scripps Research Institute Molecular Screening Center.
